# From PubChem BioAssay
# GLS inhibitor: glutaminase GLS (human) inhibition. GLS enzymatic activity, qHTS titration. Potency, µM (doses to about 45.5 µM), for the others: at the top dose activity change, negative = inhibition, usual class: inhibitors. 0.21% of 410,000 active; further: on the % scale 0 is the no-effect control and ±100 the full control effect
#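 Two-point fluorescence kinetic (t0, 30 min RT) for hKGA; glutamate detected via glutamate oxidase–HRP–Amplex Red. Substrate: 1 mM L-glutamine solution; buffer 45 mM KH2PO4, pH 8.2.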
# PGK inhibitor: T. brucei PGK inhibition. P07378. Potency, µM (series often up to 57.5 µM), inactives show at the top dose activity change, negative = inhibition, usual class: inhibitors. AID 602233. 0.043% of 380,000 active. PGK/GAPDH coupled, Kinase-Glo luminescence, 60 min; further: on the % scale 0 is the no-effect control and ±100 the full control effect; nearly all actives have a fitted effect of over 60% in size
#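 Recombinant glycosomal PGK reaction used 1,3-bisphosphoglycerate generated in-well by GAPDH (100nM final) in 100mM TEA pH 7.6, 5mM MgCl2, 0.01% Tween-20. After 60 minutes at room temperature, ATP was read by Kinase-Glo Plus luminescence end-point.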
# RGS4 inh: inhibitors of human regulator of G protein signaling 4. Transcreener GDP fluorescence polarization, RGS4-accelerated GTP hydrolysis. P49798. 0.039% of 390,000 active. Potency, µM (top dose mostly 114 µM), without a hit: top-dose activity change, negative = inhibition, most hits filed as inhibitors; further: on the % scale 0 is the no-effect control and ±100 the full control effect; nearly all actives have a fitted effect of over 75% in size; some results filed as inactive show a strong effect at the top dose
#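 MLSMR compounds (23 nl, pin-transferred) preincubated 10 min at room temperature with a 500nM (2x) first reagent, then RGS4 at 900nM (2x) plus Transcreener GDP mix added; fluorescence polarization (620/688 nm) read before and after 90 min at 30 °C.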
# ERG-DNA inh: blocks human ERG Ets domain binding to DNA. fluorescence polarization, His-ERG Ets domain / labelled DNA. Potency, µM (highest dose often 76.9 µM), inactives show top-dose FP activity, negative = inhibition, actives largely listed as inhibitors. 0.028% of 370,000 active; active means well fitted inhibition curve with a large enough effect in the polarisation, with a control signal flat; inconclusive means small, poorly fitted or top-dose-only effect, or effect the other way, or a change in a side signal; inactive means no such curve, though single readings can be large or run the other way; the % refers to the polarisation;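 further: polarization taken with two DNA probes labelled with fluorescein and Texas red; % of control where 0% means no effect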
# Target sequence (P11308 whole entry, looked up, the tested form may be a part): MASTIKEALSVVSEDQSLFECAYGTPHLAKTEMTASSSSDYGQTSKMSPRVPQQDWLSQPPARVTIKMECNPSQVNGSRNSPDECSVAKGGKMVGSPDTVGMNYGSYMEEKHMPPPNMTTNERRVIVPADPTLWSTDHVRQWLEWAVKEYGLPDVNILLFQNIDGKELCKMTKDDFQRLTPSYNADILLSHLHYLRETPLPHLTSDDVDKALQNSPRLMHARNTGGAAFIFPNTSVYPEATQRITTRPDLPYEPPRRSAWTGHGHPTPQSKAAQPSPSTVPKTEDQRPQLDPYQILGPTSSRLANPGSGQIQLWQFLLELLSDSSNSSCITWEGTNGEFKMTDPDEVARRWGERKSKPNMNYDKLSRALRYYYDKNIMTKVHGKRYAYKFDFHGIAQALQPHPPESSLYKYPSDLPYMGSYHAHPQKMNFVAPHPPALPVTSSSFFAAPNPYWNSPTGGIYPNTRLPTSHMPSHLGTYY
#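 His-tagged ERG Ets domain (1 uM in the protein solution; 300mM KCl, 50mM Tris-HCl, 1mM EDTA, 1mM DTT, pH 7.5) received compound, then a probe mix of 5 nM fluorescein-DNA and 100nM Texas-615-DNA. Fluorescence polarization was read for both dyes.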
# JMJD2A Tudor inh: inhibitors of human JMJD2A Tudor domain; O75164; AlphaScreen JMJD2A-Tudor / H3K4me3 peptide binding; Potency, µM (top dose mostly 114 µM), for the others: at the highest dose activity change, negative = inhibition, hits mostly inhibitors; 4.4% of 390,000 active; AID 504339; further: on the % scale 0 is the no-effect control and ±100 the full control effect; nearly all actives have a fitted effect of over 50% in size
# HP1b chromo inh: blocks HP1-beta chromodomain binding to methylated histone tails | P83916 | AlphaScreen HP1-beta / biotin-H3K9me3 peptide binding | Potency, µM (titrated, usually from 114 µM), without a hit: top-dose activity change, negative = inhibition, actives largely listed as inhibitors | 0.56% of 390,000 active | AID 540317; further: nearly all actives have a fitted effect of over 70% in size; inactives centre near 23
#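 AlphaScreen: HP1-beta (50 nM) preformed 30 min with biotin-H3(1-18)K9me3 peptide (50 nM) in PBS pH 7.4, 0.01% Tween-20. Compound added for 30 min at RT, then streptavidin donor/nickel chelate acceptor beads (10 ug/mL) for 30 min.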
# ALOX12 inh: ALOX12 (human) lipoxygenase inhibition; Potency, µM (highest dose often 108 µM), without a hit: top-dose activity change, negative = inhibition, usual class: inhibitors; P18054; purified 12hLO, xylenol orange hydroperoxide absorbance; 1.1% of 580,000 active; AID 1671190; further: on the % scale 0 is the no-effect control and ±100 the full control effect
#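 Hydroperoxide product was detected by ferrous iron/xylenol orange as the 573 to 405 nm absorbance ratio. Arachidonic acid at 40 uM (final) was turned over for 30 min at room temperature by 150 nM human 12hLO, pH 7.0 Hepes buffer, after 15 min compound preincubation.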
# Pin1 inhibitor: inhibitors of human Pin1. 0.009% of 390,000 active. Pin1 FP peptide displacement, HiFluor488, 10 min. Potency, µM (series often up to 115 µM), for inactives: top-dose activity, negative = inhibition, actives largely listed as inhibitors. AID 504891. Q13526; active means well fitted inhibition curve with a large enough effect in the polarisation, with a control signal flat, not every such curve was filed as active; inconclusive means small, poorly fitted or top-dose-only effect, or effect the other way, or a change in a side signal; inactive means no such curve, though single readings can be large or run the other way; the % refers to the polarisation; further: on the % scale 0 is the no-effect control and ±100 the full control effect
# TrxR1 inh: rat TrxR1 inhibition | O89049 | recombinant rTrxR1, NADPH fluorescence consumption, selenite substrate | 1% of 390,000 active | Potency, µM (top dose mostly 114 µM), for the others: top-dose activity change, negative = inhibition, usual class: inhibitors; further: on the % scale 0 is the no-effect control and ±100 the full control effect; nearly all actives have a fitted effect of over 65% in size
# Target sequence (O89049 whole entry, looked up): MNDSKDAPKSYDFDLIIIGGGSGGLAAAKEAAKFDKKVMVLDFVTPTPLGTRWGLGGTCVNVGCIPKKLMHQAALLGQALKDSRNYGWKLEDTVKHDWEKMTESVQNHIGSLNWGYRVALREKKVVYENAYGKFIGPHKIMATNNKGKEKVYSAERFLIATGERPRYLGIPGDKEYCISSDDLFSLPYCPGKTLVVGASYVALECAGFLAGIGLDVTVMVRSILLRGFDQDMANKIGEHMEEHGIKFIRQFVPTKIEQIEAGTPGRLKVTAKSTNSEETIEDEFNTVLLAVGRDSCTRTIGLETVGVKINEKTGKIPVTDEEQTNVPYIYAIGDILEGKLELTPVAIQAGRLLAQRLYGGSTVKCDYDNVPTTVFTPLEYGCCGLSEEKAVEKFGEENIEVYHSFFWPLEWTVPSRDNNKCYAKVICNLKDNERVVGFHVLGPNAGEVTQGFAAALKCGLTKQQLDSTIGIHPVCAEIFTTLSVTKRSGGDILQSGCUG
#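 Rat TrxR1 (90 nM in the dispensed reagent) was pre-reduced with 400 uM NADPH for 5 min at room temperature, then incubated with compound for 15 min. After 400 uM selenite was added, NADPH fluorescence (Ex 340/Em 450 nm) was followed for 8 min.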
# An asterisk follows results filed as active; i = inactive; ? = inconclusive; / = no result given; & = joins results of further samples; [ ] = dose if it differs, or a comment. Unless noted, the call rests on the fitted dose curve; in most records, active means well fitted curve in the direction sought with a large enough effect; inconclusive means small, poorly fitted or top-dose-only effect, or another doubt; inactive means no such curve, though single readings can be large; an effect the other way counts as inactive or inconclusive. Potency means the concentration at half of the fitted maximal effect. This is a subset. The share of hits here may be higher or lower than overall.
SMILES,GLS inhibitor,PGK inhibitor,RGS4 inh,ERG-DNA inh,JMJD2A Tudor inh,HP1b chromo inh,ALOX12 inh,Pin1 inhibitor,TrxR1 inh
N#Cc1ccccc1OCC(=O)NCC1(N2CCCCC2)CCCCC1,1%,-3%,29%,0%,-14%,23%,-4%,1%,11%
CN1CCN(c2ccccc2NC(=O)c2ccc(F)cc2)CC1,-3%,-2%,6%[11.4 µM],-5%,-8%[11.4 µM],29%,3%,1%,9%
O=c1cc(O)c2sc(Nc3cccc(C(F)(F)F)c3)nc2[nH]1,23%,-7%,-33%,0%,-26%,-8%,?,6%,2%[57.1 µM]
CCOc1ccc(-c2nn(CC(=O)NC3CCCC3)c3c2cnc2ccc(F)cc23)cc1,-4%,i,-14%,-1%,-12%,88%[activator],-25%,-12%,14%[57.1 µM]
Cc1c(Cl)cccc1NC(=O)CCN1CCOCC1,-1%,-7%,18%,-13%,-3%,32%,11%,-5%,13%
Cc1cccc(N2C(=O)c3ccccc3C2=O)n1,-9%,i,18%,15%,-10%,5%,38%,-7%,7%[57.1 µM]
O=C(/C=C/c1ccc([N+](=O)[O-])cc1)Nc1cccnc1,-1%,i,17%,-1%,?,35%,0%,17%,-11%
CCCc1c(O)nc(SCC(=O)N2CCCCC2)[nH]c1=O,2%,-13%,0%,-12%,-1%,20%,-6%,1%,18%
Cc1ccc(S(=O)(=O)N2CCOCC2)cc1C(=O)Nc1nc(-c2cccnc2)cs1,-2%,-3%,21%,/,-21%,1%,10%,15%,6%
CC1(C)CC(=O)C2=C(C1)OC(N)=C(C#N)C2Cc1ccccc1 (centres undefined),12%,-1%,15%,3%,-5%,27%,14%,-11%,-5%[2.29 µM]
CCN(Cc1ccccc1)C(c1ccc(C(F)(F)F)cc1)c1nnnn1C(C)(C)C (centres undefined),5%,-9%,10%,-10%,-6%,25%,-1%,-11%,18%
COc1cc(NC(=O)c2noc3c2CCC3)c(OC)cc1Cl,?,?,-11%,6%,45µM*,?,26%,?,-14%
Ic1ccc(N2CCN(Cc3c[nH]c4ncccc34)CC2)cc1,10%,-1%,-11%[56.9 µM],8%,89µM*,3%,?,-8%,0%[57.1 µM]
COc1ccccc1CNC(=O)COc1ccccc1C,-2%,-9%,10%,5%,-10%,22%,0%,0%,5%
Cc1c(NC(=O)Nc2ccc(Cl)c(Cl)c2)c(=O)n(-c2ccccc2)n1C,-3%,0%,-7%[11.4 µM],0%,20%[57.1 µM],33%,0%,-3%,17%[57.1 µM]
Cc1coc2cc3oc(=O)c(CCC(=O)NCCCN4CCOCC4)c(C)c3cc12,-2%,4%,0%,6%,-7%,28%,24%,0%,8%
COc1ccc(NC(=O)N2CCN(S(=O)(=O)c3ccc4c(ccn4C)c3)CC2)c(OC)c1,1%,-12%,?,1%,-34%,0%[57 µM],-10%,-5%,11%[57.1 µM]
CC(NC(=O)c1ccc([N+](=O)[O-])cc1Cl)C1CC2CCC1C2 (centres undefined),6%,5%,5%,-4%,-18%,-5%,?,-9%,6%
Cc1ccc2[nH]c3c(=O)n(CC(=O)N(C)Cc4ccccc4)ncc3c2c1,-1%,i,-3%,4%,-3%,35%,?,35%[activator],8%
Cc1cc(C)c(Cn2c(=O)n(CCCC(=O)NCc3ccco3)c(=O)c3sccc32)c(C)c1,-4%,i,-25%,6%,-11%,30%[activator],?,23%,5%[57.1 µM]
CN(C)c1oc(-c2ccccc2Cl)nc1P(=O)(c1ccccc1)c1ccccc1,1%,-3%,-13%,-11%,56µM*,-16%,-21%,3%,10%
CC(C)(C)c1ccc(S(=O)(=O)c2cnc(SCC(=O)Nc3ccc4c(c3)OCCO4)[nH]c2=O)cc1,5%,-14%,7%,-4%,-33%,12%,?,/,-20%
Cc1ccc(C(=O)OCC(=O)NC2CCCCC2)cc1S(=O)(=O)N1CCCCC1,-4%,8%,8%,-11%,6%,29%,148%[activator],-1%,6%
COc1nc(-c2ccccc2Cl)ccc1C#N,0%,9%,11%,-5%,101%[activator],120%,4%,3%,9%

# Just TrxR1 inh and PGK inhibitor (two entries from above):
molecule	TrxR1 inh	PGK inhibitor
Cc1coc2cc3oc(=O)c(CCC(=O)NCCCN4CCOCC4)c(C)c3cc12	8%	4%
COc1ccc(NC(=O)N2CCN(S(=O)(=O)c3ccc4c(ccn4C)c3)CC2)c(OC)c1	11%[57.1 µM]	-12%

# Next section.
SMILES,GLS inhibitor,PGK inhibitor,RGS4 inh,ERG-DNA inh,JMJD2A Tudor inh,HP1b chromo inh,ALOX12 inh,Pin1 inhibitor,TrxR1 inh
CCN(CC)C(=O)[C@H]1CC(CC(=O)NCCCN(C)C)C(=O)N2CCc3c([nH]c4ccc(OC)cc34)[C@]12C (some centres undefined),12%,-2%,-5%,-4%,?,-5%,-4%,-2%,19%
O=C(COc1ccccc1)Nc1ccccc1C(=O)OCc1cc(=O)n2nc(C3CC3)sc2n1,-6%,-5%,12%,-6%,-14%,9%,1%,-4%,18%[57.1 µM]
O=C(NCc1ccco1)C(Cc1ccccc1)N1C(=O)c2ccccc2C1=O (centres undefined),-7%,i,-35%[11.4 µM],7%,10%[11.4 µM],-18%,0%,-4%,-9%[57.1 µM]
COc1ccc(Cl)cc1NC(=O)COC(=O)Cc1cc(OC)c(OC)c(OC)c1,0%,0%,31%,6%,-14%,11%[57 µM],-6%,3%,17%[57.1 µM]
CCOc1cc(S(=O)(=O)NCc2cccs2)ccc1Cl,22%,-7%,-17%[11.4 µM],-11%,-22%[11.4 µM],9%,0%,-5%,10%
CCN(CC)CCN(C(=O)/C=C/c1cccs1)c1nc2ccc(Cl)cc2s1,0%,9%,10%,-5%,-2%,43%[activator],-27%,6%,17%
CC(=O)Nc1ccc(-c2csc(NC(=O)c3ccc(C)o3)n2)cc1,4%,11%,4%,-3%,-13%,17%,-14%,2%,-14%
O=C(Nc1ccc(-c2nc3ccccc3s2)c(OC(=O)c2ccccc2)c1)c1ccccc1,6%,-1%,4%,-4%,-9%,22%,14%,0%,-3%
CCC(=O)N1CCc2cc(Br)cc(S(=O)(=O)CCC(=O)Nc3ccc(Cl)cc3)c21,0%,-6%,5%,2%,-2%,29%,-5%,2%,12%
On1nnc2c3ccccc3c3ccccc3c21,12%,-14%,4%,2%,-11%,1%,-2%,-1%,13%[57.1 µM]
CN(C)c1ccc([C@@H]2[C@@H]([N+](=O)[O-])[C@H]3C=Cc4ccccc4N3[C@H]2C(=O)c2ccc(Cl)cc2)cc1,-2%,-8%,-17%,-15%,45µM*,?,-28%,?,-24%
NNC(=O)c1ccc2c(c1)S(=O)(=O)NNC2=O,-7%,-1%,-28%,-9%,28µM*,77%[activator],?,-4%,20%[57.1 µM]
Clc1cccc(-n2ncc3c(NCCC4=CCCCC4)ncnc32)c1,0%,4%,-5%,-12%,-7%,10%,?,-1%,-12%[57.1 µM]
COc1cc(NC(=O)c2cnc(N)o2)cc(C(=O)Nc2cccc(C(F)(F)F)c2)c1,-5%&2%,-5%&-8%,14%,3%,-36%,8%,-13%&0%,-3%,13%[57.1 µM]
O=C(CSc1nc(=O)n(Cc2ccco2)c2c1CCC2)NCc1ccccc1,-2%,-10%,9%,2%,-16%,4%,-26%,-9%,20%[57.1 µM]
O=C(NC(Cc1c[nH]c2ccccc12)C(=O)NCCCN1CCOCC1)c1cccs1 (centres undefined),-13%,i,-15%,-2%,-16%,15%,-27%,6%,24%[57.1 µM]
COc1cc(-c2cc(N)n(S(=O)(=O)c3ccc(F)cc3)n2)cc(OC)c1OC,5%,i,5%,10%,-21%,25%,6%[57.4 µM],-6%,12%
O=C(CSc1ncn[nH]1)Nc1ccc(Cl)c(Cl)c1,-5%,i,-19%[11.4 µM],7%,-5%[11.4 µM],59%[activator],?,2%,?
CC(C)c1ccccc1NC(=O)C1CCCN(C(=O)c2ccc(Cl)cc2)C1 (centres undefined),-3%,-3%,-13%,-2%,-9%,20%,19%,0%,1%
Cc1ccc(C)c(CN2CCC(n3nccc3NC(=O)C3CCCC3)CC2)c1,-1%,3%,-2%,0%,-23%,15%,404%[activator],0%,-5%
O=S(=O)(c1ccc(F)c(F)c1)N1CCN(c2ccccn2)CC1,-2%,8%,4%,-1%,-13%,37%,21%,4%,0%
COc1cccc(CN(C)C(=O)c2cccc(S(=O)(=O)NCc3ccccc3)c2)c1OC,-6%,2%,7%,-5%,-6%,19%,-37%,2%,-1%
COc1ccc(/C=C2/SC(=O)N(CCNC(=O)C3COc4ccccc4O3)C2=O)cc1 (centres undefined),-1%,i,-10%,2%,-4%,38%,-16%,0%,-19%
CCC(=O)Nc1ccc(Cl)c(-c2nc3ccccc3[nH]2)c1,-1%,/,20%,-1%,-13%,56%[activator],?,1%,3%
O=C(O)CCCCCNC(=O)CSc1nnc(-c2ccco2)n1-c1ccccc1,3%,-7%,0%,-7%,2%,33%,8%,-10%,3%
COc1ccc(CC(=O)Nc2nncs2)cc1OC,0%,-7%,6%,3%,-1%,5%,?,8%,-1%[57.1 µM]
O=C(c1ccc(Cl)s1)N1CCN(C23CC4CC(CC(C4)C2)C3)CC1,7%,3%,16%,-5%,3%,16%,/,2%,-13%
COc1ccc(N(CC(=O)O)S(=O)(=O)c2cccnc2)cc1,0%,-6%,-17%,-12%,-3%,31%,3%,3%,14%[57.1 µM]
C=CCn1c(SCC(=O)N2CCOCC2)nc2c([nH]c3ccccc32)c1=O,-15%,-1%,-10%,18%,-4%,13%,?,3%,-17%
COc1ccc(/C=C/C(=O)C(C(N)=O)=C2SCCS2)cc1,0%,-6%,8%,/,0%,31%,-23%,53%[activator],-19%
